# Rv3671c inh – inhibits the M. tuberculosis serine protease Rv3671c; P9WHR9; inhibition, % at 5.96 µM; hit rate 0.048% among 320,000; AID 2606; in the data active = inhibition above about 38%;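 note: extracellular domain of Rv3671c used as enzyme; 0% = enzyme with DMSO and 100% = no enzyme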
# PriA SSB inh – blocks PriA binding to SSB C-terminal tail. AlphaScreen SSBct-PriA binding, biotinylated peptide. inhibition, % at 33 µM. hit rate 0.6% among 430,000; in the data active = inhibition mostly above about 37%, no sharp cut-off; inactive = mostly below about 20%;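 note: plate controls were negative control peptide for no effect and reference peptide for full effect; strong numbers were not always called active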
# PfHsp40 rescue – rescue of PfHsp40-mediated yeast toxicity; S. cerevisiae expressing PfHsp40, growth rescue, ATP luminescence; growth rescue, % at 12.5 µM; hit rate 0.68% among 340,000; AID 504582; in the data active = growth rescue above about 28%, passing the limit was not always enough;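 note: yeast W303a lacking pdr1 and pdr3 grown in galactose medium; growth measured after three days at 30 °C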
# BH1578 lux ind – inducers of Vibrio cholerae quorum light production without autoinducers; V. cholerae BH1578 lux reporter, luminescence, 6 h; activation, % at 18.7 µM; hit rate 0.16% among 350,000; in the data active = activation mostly above about 9.7%, no sharp cut-off; note: not every result past the cut was called active; inactives centre near 0; reference of the scale not given here
# MazEF act – increases E. coli MazEF RNase cleavage of RNA | activation, % at 20 µM | AID 504720 | hit rate 0.32% among 350,000 | FAM/BHQ RNA-DNA oligo cleavage fluorescence, 5 h; in the data active = activation above about 50%
# DUSP3 inh – DUSP3 (human) phosphatase inhibition; hit rate 0.52% among 290,000; recombinant VHR phosphatase, pNPP absorbance; P51452; inhibition, % at 13.3 µM; in the data active = inhibition above about 50%; note: some compounds called inactive have numbers as strong as hits
# 3CLpro inhibitor – SARS-CoV 3CLpro protease inhibition. P0C6X7. recombinant SARS-CoV 3CLpro, quenched FRET peptide cleavage. inhibition, % at 6 µM. hit rate 0.14% among 290,000; in the data active = inhibition above about 12%
# Yp Topo-I inh – inhibitors of Yersinia pestis topoisomerase I. Y. pestis Topo-I cleavage product accumulation, plate reader. activity, % at 10 µM. hit rate 0.064% among 360,000; in the data active = activity above about 50%, passing the limit was not always enough; note: inactives centre near 2
# TcdB inh – blocks C. difficile toxin B glycohydrolase activity; hit rate 0.24% among 350,000; P18177; TcdB glycohydrolase enzymatic assay, plate reader; inhibition, % at 9.99 µM; AID 652162; in the data active = inhibition above about 10%
# Target sequence (P18177 whole entry, looked up): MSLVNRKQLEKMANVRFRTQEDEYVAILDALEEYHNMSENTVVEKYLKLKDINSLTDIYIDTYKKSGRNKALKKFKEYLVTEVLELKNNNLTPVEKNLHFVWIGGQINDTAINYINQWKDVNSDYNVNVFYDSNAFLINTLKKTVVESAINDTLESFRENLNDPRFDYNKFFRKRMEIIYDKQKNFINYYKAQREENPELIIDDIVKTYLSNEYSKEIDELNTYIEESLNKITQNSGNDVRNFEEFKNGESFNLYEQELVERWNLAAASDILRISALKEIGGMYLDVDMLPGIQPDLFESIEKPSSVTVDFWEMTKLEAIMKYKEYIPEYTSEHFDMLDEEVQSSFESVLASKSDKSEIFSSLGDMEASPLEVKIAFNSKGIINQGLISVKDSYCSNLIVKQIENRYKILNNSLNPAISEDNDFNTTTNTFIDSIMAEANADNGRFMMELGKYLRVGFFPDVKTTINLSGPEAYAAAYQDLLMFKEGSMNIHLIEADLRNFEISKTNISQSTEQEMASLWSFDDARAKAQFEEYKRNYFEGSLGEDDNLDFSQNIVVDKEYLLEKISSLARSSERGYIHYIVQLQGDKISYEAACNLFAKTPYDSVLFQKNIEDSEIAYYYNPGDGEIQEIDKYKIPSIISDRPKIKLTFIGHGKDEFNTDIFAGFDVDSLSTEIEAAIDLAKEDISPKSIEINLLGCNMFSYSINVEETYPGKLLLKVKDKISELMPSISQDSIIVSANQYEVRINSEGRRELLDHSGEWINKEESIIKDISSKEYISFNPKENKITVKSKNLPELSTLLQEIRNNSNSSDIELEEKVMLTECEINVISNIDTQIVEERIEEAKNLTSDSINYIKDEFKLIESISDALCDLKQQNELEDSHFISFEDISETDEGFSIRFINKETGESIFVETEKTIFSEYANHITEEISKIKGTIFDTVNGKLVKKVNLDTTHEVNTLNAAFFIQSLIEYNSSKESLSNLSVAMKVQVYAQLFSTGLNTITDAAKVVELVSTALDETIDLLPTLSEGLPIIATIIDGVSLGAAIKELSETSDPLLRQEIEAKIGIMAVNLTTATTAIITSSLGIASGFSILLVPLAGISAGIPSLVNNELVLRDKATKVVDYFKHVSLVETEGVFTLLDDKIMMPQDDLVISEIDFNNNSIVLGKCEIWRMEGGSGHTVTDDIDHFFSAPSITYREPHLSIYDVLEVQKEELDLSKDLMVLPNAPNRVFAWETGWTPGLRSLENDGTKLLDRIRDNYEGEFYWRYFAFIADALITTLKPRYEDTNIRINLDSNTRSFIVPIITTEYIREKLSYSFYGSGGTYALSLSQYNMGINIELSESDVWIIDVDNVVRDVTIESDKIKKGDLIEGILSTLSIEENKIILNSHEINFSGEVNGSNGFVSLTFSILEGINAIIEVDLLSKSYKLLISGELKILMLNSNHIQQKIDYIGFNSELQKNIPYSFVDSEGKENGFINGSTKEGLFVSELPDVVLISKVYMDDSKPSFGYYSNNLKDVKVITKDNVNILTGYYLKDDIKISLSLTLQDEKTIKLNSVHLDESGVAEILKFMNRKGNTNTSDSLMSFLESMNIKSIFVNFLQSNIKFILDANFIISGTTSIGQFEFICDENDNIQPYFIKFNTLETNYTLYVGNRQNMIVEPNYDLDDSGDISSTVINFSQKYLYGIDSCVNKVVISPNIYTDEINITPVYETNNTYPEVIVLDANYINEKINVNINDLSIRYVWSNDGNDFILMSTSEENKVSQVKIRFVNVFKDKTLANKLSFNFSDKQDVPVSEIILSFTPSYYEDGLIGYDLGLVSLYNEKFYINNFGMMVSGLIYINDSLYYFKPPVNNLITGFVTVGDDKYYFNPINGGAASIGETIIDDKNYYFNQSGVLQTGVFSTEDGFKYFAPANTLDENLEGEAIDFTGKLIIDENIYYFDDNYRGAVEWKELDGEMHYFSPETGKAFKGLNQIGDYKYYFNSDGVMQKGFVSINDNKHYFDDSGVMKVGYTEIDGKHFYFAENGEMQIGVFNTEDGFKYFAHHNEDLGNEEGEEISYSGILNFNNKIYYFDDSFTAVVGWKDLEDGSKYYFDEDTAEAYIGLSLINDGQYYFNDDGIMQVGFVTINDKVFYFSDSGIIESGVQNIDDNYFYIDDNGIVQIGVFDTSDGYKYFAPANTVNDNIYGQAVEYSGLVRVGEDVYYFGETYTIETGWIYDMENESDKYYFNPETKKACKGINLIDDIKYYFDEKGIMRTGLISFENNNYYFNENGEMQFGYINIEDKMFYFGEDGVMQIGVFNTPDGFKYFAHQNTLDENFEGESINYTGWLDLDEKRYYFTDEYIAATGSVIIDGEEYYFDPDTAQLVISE
# Anthrax LF inh2 – inhibitors of Bacillus anthracis lethal factor protease. multiplex microsphere protease cleavage assay, LF. inhibition, % at 10 µM. hit rate 0.12% among 360,000; in the data active = inhibition above about 30%; note: plate controls were buffer without enzyme for full effect and enzyme alone for no effect
# * hit, by the source's call; i = inactive; . = no result given; & = joins results of further samples.
SMILES,Rv3671c inh,PriA SSB inh,PfHsp40 rescue,BH1578 lux ind,MazEF act,DUSP3 inh,3CLpro inhibitor,Yp Topo-I inh,TcdB inh,Anthrax LF inh2
CCCCNC(=O)CN(c1cccc(F)c1)S(C)(=O)=O,5,0,0.4,-1.0,1,33,1,-5,.,-4
O=C(c1ccc(CS(=O)c2ccccc2Cl)o1)N1CCN(c2ccccn2)CC1 (stereo unspecified),-3,-5,0.9,-3.4,-4,22,-2,14,1.8,-4
O=C(NCc1ccc2c(c1)OCO2)C1(S(=O)(=O)c2ccccc2)CC1,1,-14&1,0.4,-0.5,-4,38,2,-4,.,5
CCc1ccccc1NC(=O)C1c2ccccc2Oc2ccccc21,6,-4,-0.3,5.6,0,-8,-7,6,1.4,-2
Fc1ccccc1-c1cc2ncccc2cn1,-8,-20,-0.4,0.6,6,.,.,-11,1.2,-6
O=C(COc1ccc(Cl)cc1)NNC(=O)C(=O)NC1CCCCC1,-4,4,-2.5,-0.3,1,5,0,3,1.5,.
O=C(O)CN1CCN(C(c2ccccc2)c2ccccc2)CC1,8,-4,0.4,-0.4,0,11,2,-1,0.5,-11
Cc1ccc(-n2nnnc2SCC(=O)Nc2cccnc2Cl)cc1,-13,-8,0.1,-0.2,-9,-3,-5,3,.,0
COc1ccc(N/C=C(/C(C)=O)c2ccccc2)cc1,3,-7,-0.4,0.2,0,-13,1,1,.,0
CC(=O)N1CCN(c2ncnc3ccccc23)CC1,5,0,2.0,-0.6,12,-4,0,0,0.5,1
O=C(/C=C/c1cccc([N+](=O)[O-])c1)NC(=S)Nc1ccc(CN2CCOCC2)cc1,-9,-7,-0.4,-0.6,-1,-2,6,-2,0.4,-4
COc1ccccc1CNC(=O)C(=O)NCCC1CCCCN1S(=O)(=O)c1ccccc1 (stereo unspecified),2,4,0.4,i,0,.,.,21,-0.3,4

# Some of the entries so far, field by field:
compound: O=C(c1ccc(CS(=O)c2ccccc2Cl)o1)N1CCN(c2ccccn2)CC1 (stereo unspecified)
  Rv3671c inh: -3 | PriA SSB inh: -5 | PfHsp40 rescue: 0.9 | BH1578 lux ind: -3.4 | MazEF act: -4 | DUSP3 inh: 22 | 3CLpro inhibitor: -2 | Yp Topo-I inh: 14 | TcdB inh: 1.8 | Anthrax LF inh2: -4

compound: O=C(O)CN1CCN(C(c2ccccc2)c2ccccc2)CC1
  Rv3671c inh: 8 | PriA SSB inh: -4 | PfHsp40 rescue: 0.4 | BH1578 lux ind: -0.4 | MazEF act: 0 | DUSP3 inh: 11 | 3CLpro inhibitor: 2 | Yp Topo-I inh: -1 | TcdB inh: 0.5 | Anthrax LF inh2: -11

# Five entries from above in another layout:
mol	Rv3671c inh	PriA SSB inh	PfHsp40 rescue	BH1578 lux ind	MazEF act	DUSP3 inh	3CLpro inhibitor	Yp Topo-I inh	TcdB inh	Anthrax LF inh2
O=C(COc1ccc(Cl)cc1)NNC(=O)C(=O)NC1CCCCC1	-4	4	-2.5	-0.3	1	5	0	3	1.5	.
O=C(c1ccc(CS(=O)c2ccccc2Cl)o1)N1CCN(c2ccccn2)CC1 (stereo unspecified)	-3	-5	0.9	-3.4	-4	22	-2	14	1.8	-4
O=C(O)CN1CCN(C(c2ccccc2)c2ccccc2)CC1	8	-4	0.4	-0.4	0	11	2	-1	0.5	-11
COc1ccccc1CNC(=O)C(=O)NCCC1CCCCN1S(=O)(=O)c1ccccc1 (stereo unspecified)	2	4	0.4	i	0	.	.	21	-0.3	4
COc1ccc(N/C=C(/C(C)=O)c2ccccc2)cc1	3	-7	-0.4	0.2	0	-13	1	1	.	0

# Continuation.
SMILES,Rv3671c inh,PriA SSB inh,PfHsp40 rescue,BH1578 lux ind,MazEF act,DUSP3 inh,3CLpro inhibitor,Yp Topo-I inh,TcdB inh,Anthrax LF inh2
Cc1ccc(CNC(=O)C(OC(=O)c2ccco2)C(C)C)cc1 (stereo unspecified),2,-1,0.8,-1.0,-2,14,-3,0,.,-4
Cc1c(C(=O)NCCN2CCOCC2)oc2ccc(S(=O)(=O)N3CCCCCC3)cc12,5,-9,0.2,-0.5,8,0,0,14,.,-2
COc1ccc(C(=O)Nc2cnn(Cc3c(F)cccc3Cl)c2)cc1OC,-12,0,0.1,-0.7,3,7,0,8,1.1,12
Cc1ccc(S(=O)(=O)NC(=O)COc2cc(C)ccc2C(C)C)cc1,-15,-4,1.7,i,-2,10,-1,6,2.1,-1
Cc1ccc(CNC(=O)C2CCC(=O)N(Cc3cccc(C(F)(F)F)c3)C2)o1 (stereo unspecified),2,3,1.2,i,-8,-11,4,12,-0.2,6
CCOC(=O)c1[nH]c2ccccc2c1NC(=O)c1ccc2c(c1)OCO2,-8,97*,0.3,-0.1,-1,-8,-3,-4,-0.2,-2
COc1ccc(C(=O)c2c[nH]c(C(=O)NCc3cccs3)c2)cc1,-3,-4,0.3,2.4,2,16,-1,4,.,0
CCN(CC)c1nc(-c2ccccc2)cc(C(F)(F)F)c1C#N,-5,-33,-1.3,18*,-8,0,-1,-3,.,12
Cc1ccc(S(=O)(=O)N[C@@H](Cc2ccccc2)C(=O)N2CCC(C(=O)N[C@@H](CC(C)C)C(=O)O)CC2)cc1,3,17,0.6,0.9,-2,6,-1,-3,0.5,4
S=C(NCc1ccco1)N/N=C/c1ccc(Cl)cc1,-19,.,1.2,-0.3,-3,-11,1,10,0.5,-2
Cc1cc(C)cc(N(C(=O)c2ccc3c(c2)OCO3)C2C=CS(=O)(=O)C2)c1 (stereo unspecified),-3,2,-0.9,i,-2,14,0,5,.,-3
CC(=O)N1CCN(c2ccc(NC(=O)c3ccc(F)cc3)cc2)CC1,.,3,-1.8,-1.0,7,1,2,7,0.9,17
CCc1nc(N2CCCCC2C(=O)O)c2oc3ccccc3c2n1 (stereo unspecified),6,-10,0.1,0.4,7,-13,-1,-1,2.0,-5
CC(C)[C@H](NC(=O)c1ccccc1Cl)C(=O)Nc1nc(-c2ccccn2)cs1,1,8,2.1,-0.2,5,9,3,11,-0.1,-8
CCOc1ccc(-n2cc(-c3ccccc3)c3c(N4CCOCC4)ncnc32)cc1,-10,14,0.0,-0.5,4,15,2,-5,0.3,-3
COc1cc(/C=C/C(=O)OCC(=O)NC(=O)NC(C)C)ccc1O,-2,-9,0.0,-0.2,3,5,6,9,12*,1
COC(=O)c1ccc(NC(=O)CO/N=C2\CCCc3nonc32)cc1,8,.,0.1,-0.3,2,5,0,1,1.3,-3
C/C=C/Cn1c(SC)nc2c1c(=O)[nH]c(=O)n2C,6,-12,-0.8,4.2,4,2,-2,1,.,0
CCOC(=O)C1=C(C)NC(=O)C(C(N)=O)C12CCCC2 (stereo unspecified),2,-12,1.0,-0.2,5,-7,3,-10,.,-3
COC(=O)c1ccc(-c2nn(C)c(=O)c3ccccc23)cc1,10,3,2.5,-0.3,3,11,-6,-6,0.2,-6
Cc1cc(=O)oc2cc(OCC(=O)NCCc3ccccc3)ccc12,-8,-4,-1.3,-0.3,-10,58*,-7,1,-1.6,2
Cc1cnc(C(=O)OCC(=O)NCc2cccc(Cl)c2)cn1,1,-5,1.2,i,-6,.,.,-4,-0.1,-3
O=C(Nc1ccccc1C(=O)O)/C(=C/c1ccc(Cl)cc1Cl)NC(=O)c1ccco1,-3,-13,-1.4,i,-11,-5,5,10,2.3,0
O=C(Oc1cccnc1)c1cccc(Cl)c1,-7,-4,-0.6,-0.4,1,6,1,9,0.1,-6
Cc1ccccc1-c1nsc(SCC(=O)Nc2ccc3c(c2)OCO3)n1,2,-21&-10,0.5,-0.2,-4,8,4,4,.,1
O=C(CCc1nc2ccccc2c(=O)[nH]1)Nc1ccccc1N1CCCCC1,.,.,.,i,2,.,.,28,-2.9,0
O=C(CCCCCN1C(=O)c2ccccc2C1=O)NCCc1nc2ccccc2[nH]1,-8,-4,-0.1,0.9,-6,11,-5,1,.,0
Cc1ccc(C)c(NCc2ccccc2CO)c1,3,7,-0.8,-1.4,2,15,1,-3,-0.4,-1
COCCNC(=O)C(OC(=O)c1cccs1)c1ccccc1 (stereo unspecified),2,3,-0.1,-1.8,9,9,-3,3,.,-6
CCn1c(SCC(=O)N2CCN(c3ccc(F)cc3)CC2)nc2ccccc2c1=O,-4,-8,0.3,-0.7,-2,5,6,5,.,-14
C1CCCN(CCCCN2CCCCCC2)CC1,9,-2,-1.1,0.9,5,-2,4,-1,.,-5
COC(Cc1nnc(SC)n1-c1ccc(Cl)cc1)OC,-1,-6,0.1,-3.1,7,19,2,3,.,3
CCN1CCC(NC(=O)c2cc(OC)c(OC)cc2OC)CC1,-3,11,-0.1,-0.5,4,-18,0,1,-2.5,0
ClCc1nc2ccccc2c2ccccc12,-2,-11,0.8,-0.3,5,23,1,2,1.4,1
Cc1cccc(CCNC(=O)Cn2ncc3c([nH]c4ccccc43)c2=O)c1,-21,-10,0.3,-0.3,-9,1,4,0,.,-3
CSCCC(NS(=O)(=O)c1ccccc1F)C(=O)NCc1cccnc1 (stereo unspecified),9,-2,-1.3,i,11,.,.,-11,0.9,5
COc1cccc(C(NC(C)=O)c2nc(-c3ccccc3)cs2)c1 (stereo unspecified),.,.,.,-0.8,.,.,.,6,0.8,6
Cc1ccc(-n2c3c(c(=O)[nH]c2=S)C(C(F)(F)F)(C(F)(F)F)NC(=O)N3)cc1,-5,-5,-1.0,-0.2,4,12,0,4,.,-1
CC(C)(C)c1nnc(NC(=O)Cc2ccccc2[N+](=O)[O-])s1,-2,-7,0.3,0.0,-1,-8,-3,-4,.,-2
CC(C)(C)c1csc(NC(=O)CCS(=O)(=O)c2ccc(F)cc2)n1,.,.,.,i,7,.,.,1,0.9,1
COc1ccccc1NC(=O)CSc1nnc(-c2ccccc2)o1,-1,1,-0.8,-0.2,9,8,-1,19,1.3,-5
COc1cccc(NC(=O)COC(=O)c2ccco2)c1,-5,-40,0.3,i,3,33,1,-7,.,3
CCCC(=O)Nc1c(-c2ccccc2)c(=O)c(C)nn1-c1ccc(Cl)cc1,-5,-4,-0.3,i,2,19,3,4,0.0,-1
CCN(CC)S(=O)(=O)c1cccc(NC(=O)c2cc(-c3cccs3)nn2-c2ccccc2)c1,-21,2,-0.3,-0.2,-18,-7,4,-8,.,0
Nc1c(N(Cc2ccco2)C(=O)c2cccc(F)c2)c(=O)[nH]c(=O)n1Cc1ccccc1,3,-16,-2.3,-2.1,-18,.,.,7,0.3,-26
O=C(Nc1cccnc1)c1ccc(S(=O)(=O)c2ccc(Cl)cc2)cc1,0,-2,0.3,1.3,5,-17,3,2,0.3,-4
COc1ccc(N2CCN(C(=O)C3CCN(S(=O)(=O)c4c(C)noc4/C=C/N(C)C)CC3)CC2)cc1,-4,11,4.3,i,13,15,-5,5,-1.3,0
CCO[C@H]1OC(C(=O)NC2CC2)=C[C@@H](c2ccc(Br)cc2)[C@@H]1CCCO,6,9,-0.5,i,-3,21,-2,-1,0.5&1.6,-11
Cc1noc(C)c1S(=O)(=O)N(CC(=O)N1CCCC1)c1ccc(C(C)C)cc1,-3,-23,0.2,-0.5,11,4,2,-9,-0.2,0
Cc1cc(NC(=O)COC(=O)COc2ccc(C(=O)c3ccccc3)cc2)no1,5,-9,-0.3,-0.4,-12,10,-2,20,.,2

# Complete entries from above:
# Listed for Cc1cc(NC(=O)COC(=O)COc2ccc(C(=O)c3ccccc3)cc2)no1 : Rv3671c inh = 5; PriA SSB inh = -9; PfHsp40 rescue = -0.3; BH1578 lux ind = -0.4; MazEF act = -12; DUSP3 inh = 10; 3CLpro inhibitor = -2; Yp Topo-I inh = 20; TcdB inh = .; Anthrax LF inh2 = 2
# Listed for COc1ccc(N2CCN(C(=O)C3CCN(S(=O)(=O)c4c(C)noc4/C=C/N(C)C)CC3)CC2)cc1 : Rv3671c inh = -4; PriA SSB inh = 11; PfHsp40 rescue = 4.3; BH1578 lux ind = i; MazEF act = 13; DUSP3 inh = 15; 3CLpro inhibitor = -5; Yp Topo-I inh = 5; TcdB inh = -1.3; Anthrax LF inh2 = 0

# Assay outcomes as filed in PubChem.

# Only part of the results is shown; count on the stated rates, not on these rows.
